Bioassay records (PubChem)
KinaseGlo FLuc – Counterscreen for Luciferase (Kinase-Glo TM) Inhibition | Kinase-Glo luciferase, ATP luminescence, 8 min | 200,000 compounds, 0.28% hits | Potency, µM (doses to about 38.3 µM), inactives show top-dose activity change, negative = inhibition, most hits filed as inhibitors | Luciferin 4-monooxygenase (Photuris pensylvanica), Q27757; also: potency is read from the fitted curve at half-maximal effect; % is scaled to controls: 0 for no effect and ±100 for the full control effect; nearly all actives have a fitted effect of over 60% in size
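Inhibition of Kinase-Glo luciferase light generation was assessed at 10 uM ATP in pH 7.2 imidazole buffer, with luminescence measured after eight minutes at ambient temperature.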
IMPase Li cell – qHTS Assay for Identifying the Cell-Membrane Permeable IMPase Inhibitors: Potentiation with Lithium; CHO-M1 cells, IP1 TR-FRET (IP-One), carbachol + lithium; Potency, µM (top dose mostly 59.4 µM), for inactives: at the top dose activity, negative = IMPase inhibition, usual class: inhibitors; 210,000 compounds, 0.35% hits; AID 1457, 2008;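 also: IP1 builds up when IMPase is blocked and the TR-FRET signal falls; potency is read from the fitted curve at half-maximal effect; plate controls were basal vehicle for no effect and high inhibitor control for full effect; nearly all actives have a fitted effect of over 50% in size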
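Readout is a homogeneous TR-FRET IP1 immunoassay (Ex 320, Em 665 and 620), where raised cytosolic IP1 lowers signal. Cells were CHO-M1 treated 30 min at 37C with test compounds plus a little lithium; AC50 values came from Hill-equation fitting.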
HTT aggregate – qHTS Multiplex Assay to Identify Dual Action Probes in a Cell Model of Huntington: Aggregate Formation (GFP) | PC12 HttQ103-GFP aggregates, Acumen cytometry, 40 h | Potency, µM (series often up to 46.1 µM), inactives show top-dose activity change, negative = inhibition, most hits filed as inhibitors | 220,000 compounds, 1.1% hits | AID 1688, 2009; also: potency is read from the fitted curve at half-maximal effect; % is scaled to controls: 0 for no effect and ±100 for the full control effect; nearly all actives have a fitted effect of over 60% in size
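Inducible Q103 Huntingtin exon 1–GFP PC12 line, 1500 cells/well in phenol red free DMEM with 5% equine and 5% calf serum. Tebufenozide 100 nM induced expression; compounds titrated; aggregates quantified by cytometry.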
CBFb RUNX1 block – qHTS Assay for Compounds Blocking the Interaction Between CBF-beta and RUNX1 for the Treatment of Acute Myeloid Leukemia; Runt-related transcription factor 1 (Homo sapiens) + Core-binding factor subunit beta …; AlphaScreen CBFb-His/RUNX1-biotin binding, biochemical; Potency, µM (doses to about 59.8 µM), without a hit: at the highest dose activity, negative = inhibition, actives largely listed as inhibitors; 230,000 tested, under 10 active; also: % of control where 0% means no effect
Target sequence (Q01196 whole entry, looked up): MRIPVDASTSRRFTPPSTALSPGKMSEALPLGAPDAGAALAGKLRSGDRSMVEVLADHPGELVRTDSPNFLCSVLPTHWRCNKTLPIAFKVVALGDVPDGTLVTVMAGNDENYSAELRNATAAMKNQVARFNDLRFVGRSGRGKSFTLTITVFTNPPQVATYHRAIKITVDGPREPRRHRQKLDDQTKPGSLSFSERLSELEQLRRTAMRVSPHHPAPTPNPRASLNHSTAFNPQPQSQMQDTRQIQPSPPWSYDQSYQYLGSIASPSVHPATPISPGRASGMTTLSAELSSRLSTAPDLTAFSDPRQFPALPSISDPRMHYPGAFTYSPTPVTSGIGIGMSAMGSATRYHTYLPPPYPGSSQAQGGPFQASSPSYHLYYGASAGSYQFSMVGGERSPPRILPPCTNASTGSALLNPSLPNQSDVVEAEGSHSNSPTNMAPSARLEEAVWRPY
Target sequence (Q13951 whole entry, looked up): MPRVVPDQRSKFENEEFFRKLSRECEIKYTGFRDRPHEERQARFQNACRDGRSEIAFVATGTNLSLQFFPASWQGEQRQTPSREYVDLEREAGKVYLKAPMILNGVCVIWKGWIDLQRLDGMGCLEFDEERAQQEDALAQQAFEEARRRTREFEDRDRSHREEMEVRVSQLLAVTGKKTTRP
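His-tagged CBF-beta and biotinylated RUNX1 (30 nM each) were premixed 20 min at room temperature, exposed to compound for 15 min, then given nickel-chelate and streptavidin AlphaScreen beads (50 ng each). After 90 min, AlphaScreen signal was read.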
NPSR antag – qHTS Assay for Antagonists of the Neuropeptide S Receptor: cAMP Signal Transduction; AID 1461, 2008; Potency, µM (doses to about 38.3 µM), for inactives: at the highest dose activity change, negative = inhibition, hits mostly inhibitors; CHO-NPSR cells, cAMP TR-FRET, antagonist mode; 220,000 compounds, 1% hits; Q6W5P4; also: potency is read from the fitted curve at half-maximal effect; % is scaled to controls: 0 for no effect and ±100 for the full control effect; nearly all actives have a fitted effect of over 50% in size; many of its hits are not listed in these tables
Target sequence (Q6W5P4 whole entry, looked up): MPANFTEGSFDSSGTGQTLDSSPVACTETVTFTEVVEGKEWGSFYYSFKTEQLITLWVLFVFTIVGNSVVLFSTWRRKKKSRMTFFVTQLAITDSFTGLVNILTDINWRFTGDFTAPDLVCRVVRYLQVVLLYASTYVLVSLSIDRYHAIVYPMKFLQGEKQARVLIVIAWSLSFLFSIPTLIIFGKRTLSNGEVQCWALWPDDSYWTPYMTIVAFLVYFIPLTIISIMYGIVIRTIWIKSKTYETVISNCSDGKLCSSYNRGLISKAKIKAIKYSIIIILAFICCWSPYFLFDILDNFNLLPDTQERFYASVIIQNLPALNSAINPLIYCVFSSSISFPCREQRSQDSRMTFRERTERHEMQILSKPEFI
Epigenetic derep – Quantitative High-Throughput Screen for Regulators of Epigenetic Control | murine LDR cells, GFP reporter derepression, 30 h | Potency, µM (top dose mostly 53.9 µM), for inactives: top-dose GFP activation, usual class: activators | 280,000 compounds, 0.2% hits | AID 1865, 2009; also: potency is read from the fitted curve at half-maximal effect; % of control where 0% means no effect; nearly all actives have a fitted effect of over 60% in size
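Murine LDR cells carrying a silenced, genomically integrated CMV-driven GFP reporter were exposed to compound for 30 hours at 37 C. After PBS washes, GFP-positive cells (20–120 um objects) were counted by laser-scanning microplate cytometry.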
L3MBTL1 inh – qHTS Assay for the Inhibitors of L3MBTL1 | Lethal(3)malignant brain tumor-like protein 1 (Homo sapiens), Q9Y468 | AlphaScreen L3MBTL1–H3K9me1 peptide binding | Potency, µM (series often up to 57.1 µM), for inactives: top-dose activity, negative = inhibition, usual class: inhibitors | 230,000 compounds, 0.66% hits | AID 485360, 2010; also: potency is read from the fitted curve at half-maximal effect; % is scaled to controls: 0 for no effect and ±100 for the full control effect; nearly all actives have a fitted effect of over 60% in size
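Read-out is AlphaScreen signal from streptavidin donor and nickel chelate acceptor beads (10 ug/mL final each) bridging L3MBTL1 (50 nM) and biotinylated K9-monomethylated H3(1-15) peptide (75 nM), after 30 min compound exposure at room temperature.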
* = called active by the depositor; ? = inconclusive; . = not tested or not shown; & = joins results of further samples; [ ] = remark or other dose. Calls follow the shape of the dose curve; as a rule, active = well fitted curve in the direction sought with a large enough effect; inconclusive = small, poorly fitted or top-dose-only effect, or another doubt; inactive = no such curve, though single readings can be large; an effect the other way counts as inactive or inconclusive. Only part of the results is shown; rates above refer to the full screens.

Value order – KinaseGlo FLuc	IMPase Li cell	HTT aggregate	CBFb RUNX1 block	NPSR antag	Epigenetic derep	L3MBTL1 inh
Cc1ccc(C)c(OCC(=O)Nc2cc(C)on2)c1
    0%	1%	-6%	0%	9%	-1.0%	5%
Cc1cnccc1NC(=O)c1cccs1
    1%	-5%	-18%	13%	-16%	0.0%	10%
CS(=O)(=O)N(CC(=O)NCCSCc1c(F)cccc1Cl)c1ccc2c(c1)OCO2
    3%	33%[38.3 µM]	-24%	2%	-4%[46.1 µM]	0.0%	-3%
Cc1ccc(C(=O)COC(=O)c2cn3ccccc3n2)cc1
    -14%	-8%	20%	15%	-1%	2.1%	.
Cc1ccc(Cn2nnc3c(=O)n(CC(=O)N4CCN(c5ccccc5)CC4)cnc32)cc1
    1%	19%[38.3 µM]	-28%	0%	-11%[46.1 µM]	-0.8%	5%
O=C(CN(Cc1ccco1)C(=O)Cn1nnc(-c2ccc(F)cc2)n1)NC1CCCC1
    0%	2%[38.3 µM]	0%	-2%	-12%[46.1 µM]	-0.1%	-1%
COc1ccc(OC)c2[nH]c(=O)c(CCNC(=S)NC(C)(C)C)cc12
    10%	1%	8%	3%	-3%	0.0%	.
Cc1cc(C(=O)N2CCCC(C(=O)c3cccc4ccccc34)C2)nc(C)n1 (stereo unspecified)
    .	4%	12%[9.22 µM]	0%	1%	1.0%	4%
O=C(CSCc1ccc(Cl)cc1Cl)Nc1ccccc1C(=O)Nc1ccc(C(=O)O)cc1
    2%	6%	18%	2%	-58%	-0.6%	20%
CCc1nc(SCC(=O)c2ccccc2)c2c(=O)n(C)c(=O)n(C)c2n1
    .	.	7%[9.22 µM]	8%	-16%	-3.1%	.
COC(=O)C1=C(C)N(c2ccc(Cl)cc2)/C(=C/c2ccc(O)cc2)C1=O
    1%	18%	-7%[9.22 µM]	4%	-44%	-4.2%	1%
Cc1cccc(C(=O)Nc2ccc(CC(=O)O)cc2)c1
    -1%	-12%[38.3 µM]	-12%	6%	-8%[46.1 µM]	1.2%	.
COc1ccc(NC(=O)CN2CCN(CC(=O)Nc3ccccc3Cl)CC2)cc1Cl
    -1%	24%[38.3 µM]	-1%	0%	-19%[46.1 µM]	-1.1%	-1%
Cc1[nH]nc2c1C1(CCN(C(=O)OCc3ccccc3)CC1)C(C#N)=C(N)O2
    5%	0%[38.3 µM]	6%	4%	-8%[46.1 µM]	-1.0%	.
CCC(=O)Nc1nnc(Sc2ccc(N(C)C)cc2)s1
    -1%	0%[38.3 µM]	-16%	1%	-13%[46.1 µM]	-1.0%	-7%
CC1=C(C(=O)Nc2ccccc2)C(c2ccco2)n2ncnc2N1 (stereo unspecified)
    3%	16%[38.3 µM]	21%	1%	0%[46.1 µM]	2.5%	-2%
COc1cccc(NS(=O)(=O)c2cc(C)ccc2OC)c1
    1%	20%[38.3 µM]	-4%	12%	-18%[46.1 µM]	-1.1%	-5%
O=C(c1ccc(S(=O)(=O)N2CCOCC2)cc1)N(c1ccccc1)C1C=CS(=O)(=O)C1 (stereo unspecified)
    2%	20%[38.3 µM]	15%	10%	-6%[46.1 µM]	-7.7%	0%
OC1(c2ccccc2)c2ccccc2-c2ncccc21 (stereo unspecified)
    0%	4%	32%	-6%	2%	-3.6%	-2%
CS(=O)(=O)n1nc(C(=O)N2CCOCC2)nc1N
    0%	-5%	-7%	6%	5%	-0.4%	2%

Taken from above:
NPSR antag, Cc1cccc(C(=O)Nc2ccc(CC(=O)O)cc2)c1 reads -8%[46.1 µM]
Epigenetic derep, Cc1cnccc1NC(=O)c1cccs1 reads 0.0%
L3MBTL1 inh, OC1(c2ccccc2)c2ccccc2-c2ncccc21 (stereo unspecified) reads -2%
CBFb RUNX1 block, COc1ccc(OC)c2[nH]c(=O)c(CCNC(=S)NC(C)(C)C)cc12 reads 3%

Further entries
Value order – KinaseGlo FLuc	IMPase Li cell	HTT aggregate	CBFb RUNX1 block	NPSR antag	Epigenetic derep	L3MBTL1 inh
S=c1nc(C2CC2)n(-c2ccccc2)[nH]1
    .	.	1%[9.22 µM]	19%	6%	-3.1%	.
O=C(O)COc1ccc(/C=N/NC(=O)c2ccccc2Br)cc1
    1%	4%	-20%	11%	-12%	2.4%	8%
CC[N+](CC)(CCO)CCCN1C(=O)C2CC=C(Cl)CC2C1=O (stereo unspecified)
    -3%	13%[38.3 µM]	15%	2%	-9%[46.1 µM]	-3.9%	50%[activator]
COc1ccc2[nH]c(=O)c(CN(CCO)S(=O)(=O)c3ccc(C)cc3)cc2c1
    -2%	-6%	3%[9.22 µM]	23%	-4%	0.0%	-5%
CCNC(=S)Nc1ccc(C)c(S(=O)(=O)Nc2ccccc2OC)c1
    .	.	11%[9.22 µM]	-10%	-3%	-1.0%	-2%
O=C(NCCc1c[nH]c2ccccc12)C(=O)NCC(c1ccco1)N1CCN(c2ccccc2F)CC1 (stereo unspecified)
    1%	6%	29%	-11%	-39%	0.0%	-1%
COc1ccc(S(=O)(=O)NCC(=O)N(CC(=O)NCC2CCCO2)c2c(C)cccc2C)cc1 (stereo unspecified)
    -1%	-12%[38.3 µM]	2%	1%	-5%[46.1 µM]	-0.7%	2%
CCCC(c1nnnn1C(C)(C)CC)N(CCCO)Cc1cc2cc(C)cc(C)c2[nH]c1=O (stereo unspecified)
    -6%	33%[activator][38.3 µM]	23%	3%	?	-1.0%	.
CC(=O)N1CCn2c3c(c4cc(C)ccc42)CCCC31 (stereo unspecified)
    0%	-1%	15%[9.22 µM]	-15%	5%	-7.0%	-18%
CC1CC(C)CN(c2cc3c(cc2[N+](=O)[O-])C(=O)N(c2ccccc2)C3=O)C1 (stereo unspecified)
    2%	-7%	-4%	-20%	-11%	-1.8%	-13%
COc1ccc(CN(C(=O)CSc2nnc(-c3c[nH]c4ccccc34)o2)c2ccc(F)cc2)cc1OC
    -2%	27%	?	-22%	?	1.2%	-8%
CC(=O)c1c(C)[nH]c(C(=O)OCC(=O)NCCc2ccc(Cl)cc2)c1C
    -5%	7%[38.3 µM]	-22%	-1%	-11%[46.1 µM]	0.8%	.
Cc1ccc(C)c(N2CCN(C(=O)Cc3ccc(-n4c(=O)[nH]c5ccsc5c4=O)cc3)CC2)c1
    0%	-4%	?	-6%	-26%	-2.2%	-10%
O=C1OCCN1C(=O)[C@H]1[C@H](c2ccc(F)cc2)C(c2ccc(F)cc2)=NN1c1ccc(Br)cc1
    1%[39.9 µM]	-1%&-1%	2%	?	-27%	0.7%[40.7 µM]	18%
CC(=O)/C(N=Nc1cc2c(cc1[N+](=O)[O-])OCCO2)=C(\C)O
    -2%	-3%	1%	2%	-6%	3.6%	-5%
N#CNC(=Nc1cccc(F)c1)SCc1cccc(F)c1
    2%	6%	?	4%	16%	1.0%	5%
Cc1cc(C(=O)OCC(=O)NCc2cccs2)c2ccccc2n1
    1%	5%	2%	3%	6%	2.4%	-5%
CC(C)(C)c1ccc(/C([O-])=C(/C(=S)NCc2ccco2)[n+]2ccccc2)cc1
    -4%	?	7%	-6%	?	0.7%	.
CCc1ccc(S(=O)(=O)NCc2cn3ccsc3n2)s1
    1%	21%[38.3 µM]	-10%	0%	-4%[46.1 µM]	0.0%	-1%
CCNc1ccc(S(=O)(=O)N(C)C)cc1NCC(=O)Nc1ccc(F)c(Cl)c1
    1%	8%	-22%	-19%	-1%	-0.9%	-3%

Complete entries as entered above. Order of values: KinaseGlo FLuc, IMPase Li cell, HTT aggregate, CBFb RUNX1 block, NPSR antag, Epigenetic derep, L3MBTL1 inh
CC1=C(C(=O)Nc2ccccc2)C(c2ccco2)n2ncnc2N1 (stereo unspecified) reads 3%, 16%[38.3 µM], 21%, 1%, 0%[46.1 µM], 2.5%, -2%
Cc1[nH]nc2c1C1(CCN(C(=O)OCc3ccccc3)CC1)C(C#N)=C(N)O2 reads 5%, 0%[38.3 µM], 6%, 4%, -8%[46.1 µM], -1.0%, .

Next entries follow:
Value order – KinaseGlo FLuc	IMPase Li cell	HTT aggregate	CBFb RUNX1 block	NPSR antag	Epigenetic derep	L3MBTL1 inh
COc1ccc(S(=O)(=O)Nc2ccc(N3CCOCC3)nc2)cc1
    -4%	14%	-18%	-7%	4%	-0.4%	-4%
Cc1cccc(C)c1N(CC(=O)N1CCN(c2ccccc2F)CC1)S(C)(=O)=O
    1%	12%	-6%[9.22 µM]	0%	3%	-0.2%	4%
CCN(c1ccccc1)S(=O)(=O)c1ccc(Cl)c(NC(=O)CSc2nncs2)c1
    0%	9%	?	0%	5%	1.9%	-10%
CCOC(=O)c1c(NC(C)=O)sc2c(OCCN(CC)CC)c(Br)ccc12
    -1%	25%	-15%[9.22 µM]	4%	18%	7.9%	-9%
CCc1c(C)sc(NC(=O)c2noc(C)c2[N+](=O)[O-])c1C#N
    2%	-6%	0%	-13%	-15%	7.4%	.
CC(C)Cn1c(N)c(C(=O)COC(=O)c2ccc(F)cc2)c(=O)n(C)c1=O
    5%	23%	-1%	3%	-7%	-3.4%	0%
COc1cc(C(=O)NNC(=S)NCc2ccco2)cc(OC)c1OC
    -1%	1%	30%	22%	4%	-0.4%	-8%
O=C1CC(Nc2ccccc2)C(=O)N1Cc1ccccc1 (stereo unspecified)
    -5%	20%[38.3 µM]	-5%	0%	3%[46.1 µM]	-1.0%	.
COc1ccc(N2CCN(CCNC(=O)C3CC(=O)N(C4CCCC4)C3)CC2)cc1 (stereo unspecified)
    -2%	-3%[38.3 µM]	-11%	-2%	-2%[46.1 µM]	-1.1%	2%
Cc1cc(C(=O)COC(=O)c2ccc(N)cc2)c(C)n1-c1c(C)n(C)n(-c2ccccc2)c1=O
    -2%	5%	22%	3%	6%	0.0%	-7%
CCN(CCO)C(=S)Nc1cc(S(=O)(=O)N(C)C)ccc1C
    -1%	3%	-3%	-7%	12%	11%	13%
CN1CC2([N+](=O)[O-])CC=C(Oc3ccccc3)C([N+](=O)[O-])(C1)C2 (stereo unspecified)
    2%	13%[38.3 µM]	-10%	-8%	-30%[46.1 µM]	-2.2%	.
Cc1cc(Br)ccc1OCC(=O)N(Cc1nc(-c2ccccc2)no1)C(C)C
    -1%	32%[activator][38.3 µM]	-32%	22%	-4%[46.1 µM]	1.3%	5%
